# KCNQ1 pot: potentiators or activators of human KCNQ1 potassium channel; P51787; CHO-K1 KCNQ1, thallium flux FluxOR fluorescence; stronger effect = higher value; B-score at 10 µM; actives 0.35% (n = 310,000); AID 2648;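 active = fluorescence ratio B-score, a plate-corrected score, at least three library SD, with initial intensity B-score within 5 SD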
#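 Assay system: stable KCNQ1 CHO-K1 line; medium: assay buffer, equal DMSO in all wells; timing: 90 min dye loading and 20 min compound exposure, both at room temperature; technique: kinetic FluxOR thallium fluorescence, 10-s 1-Hz baseline, 110-s post-stimulus read; read-out basis: B score of baseline-normalized fluorescence ratio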
# ANO1 activ: activators or potentiators of mouse TMEM16A chloride channel; HEK293 TMEM16A/YFP-H148Q/I152L, iodide quench fluorescence; stronger effect = lower value; B-score at 10 µM; actives 0.3% (n = 340,000);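 active = fluorescence-ratio B-score plate-corrected deviation score at least 3 library SD below zero, with starting fluorescence score within 5 deviations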;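 note: channel opened by trigger with iodide after compound preincubation; score built on the fluorescence ratio of max minus min over baseline; more negative score means more quench and so TMEM16A activation or potentiation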
# Target sequence (Q8BHY3 whole entry, looked up): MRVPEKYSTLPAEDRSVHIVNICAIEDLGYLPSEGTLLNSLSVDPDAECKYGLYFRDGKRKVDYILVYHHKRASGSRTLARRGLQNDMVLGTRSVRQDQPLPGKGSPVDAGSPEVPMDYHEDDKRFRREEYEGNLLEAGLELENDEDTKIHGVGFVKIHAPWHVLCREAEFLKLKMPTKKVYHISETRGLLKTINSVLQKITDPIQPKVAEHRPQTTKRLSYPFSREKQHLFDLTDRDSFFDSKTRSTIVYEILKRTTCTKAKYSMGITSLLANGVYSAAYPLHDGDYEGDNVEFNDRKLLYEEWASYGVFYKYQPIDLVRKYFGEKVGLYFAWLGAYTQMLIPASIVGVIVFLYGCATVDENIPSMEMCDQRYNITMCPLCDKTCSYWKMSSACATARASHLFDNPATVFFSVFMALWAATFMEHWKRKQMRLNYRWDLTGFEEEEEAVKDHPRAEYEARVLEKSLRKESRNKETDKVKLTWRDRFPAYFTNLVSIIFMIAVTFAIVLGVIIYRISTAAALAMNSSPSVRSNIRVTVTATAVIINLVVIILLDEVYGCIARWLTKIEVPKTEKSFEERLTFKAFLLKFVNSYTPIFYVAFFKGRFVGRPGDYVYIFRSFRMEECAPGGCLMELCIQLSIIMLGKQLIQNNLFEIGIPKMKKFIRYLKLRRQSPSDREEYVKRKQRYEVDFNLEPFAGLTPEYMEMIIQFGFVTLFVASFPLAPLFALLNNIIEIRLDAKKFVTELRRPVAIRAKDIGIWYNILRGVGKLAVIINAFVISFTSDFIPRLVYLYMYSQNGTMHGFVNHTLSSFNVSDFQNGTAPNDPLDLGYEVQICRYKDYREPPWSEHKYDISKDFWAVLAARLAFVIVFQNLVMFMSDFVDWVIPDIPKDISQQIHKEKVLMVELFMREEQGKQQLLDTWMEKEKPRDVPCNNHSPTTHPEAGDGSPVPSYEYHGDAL
# KCNK9 block: inhibitors of human KCNK9 two-pore domain potassium channel | HEK293 KCNK9, FluxOR thallium flux fluorescence; stronger effect = lower value | actives 1.2% (n = 310,000) | B-score at 10 µM;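 active = ratio B-score over 3 SD below the library mean, with starting fluorescence within 5 SD of its mean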;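 note: negative B-score means less thallium flux so channel inhibition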
# hERG protect: shields human hERG channel from block by proarrhythmic agents | CHO-hERG, FluxOR thallium flux, dofetilide IC70 present | activation (rescue from dofetilide block), less the hit threshold, % at 10 µM | Q12809 | actives 0.51% (n = 310,000) | AID 1511;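 active = activation above the mean of controls blocked by dofetilide plus 5 SD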;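 note: thallium influx through hERG after potassium depolarization seen as dye fluorescence rise; in these data hits start at about 4.7%; inactives centre near -7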
# SKKanGAS inh: blocks kanamycin growth of S. pyogenes SKKanGAS strain; BacTiter-Glo, 6 h; actives 1.3% (n = 300,000); inhibition, % at 7.5 µM; AID 1662;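 active = mean replicate score, as percent of positive control median, at least 50; inconclusive = mean below 50 but one replicate at or above 50; inactive = mean and every replicate below 50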;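 note: strain carries kanamycin resistance gene driven by streptokinase promoter and grows in 40 µg/ml kanamycin; loss of luminescence reflects streptokinase promoter inhibition or plain growth inhibition; 0% = median of DMSO wells and 100% = positive control at its reference dose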
# KCNQ1 inh: human KCNQ1 channel inhibition. P51787. CHO-K1 KCNQ1, FluxOR thallium flux fluorescence; stronger effect = higher value. B-score at 10 µM. actives 1.3% (n = 310,000);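 active = compounds whose thallium flux B-score, printed positive for inhibition, exceeds three library SD while starting fluorescence stays within three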;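 note: channel opened by potassium depolarization with thallium stimulus after 20 min compound exposure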
# KCNK3 block: human KCNK3 channel inhibition, primary screen | actives 0.84% (n = 340,000) | CHO-KCNK3 thallium flux, FluxOR fluorescence; stronger effect = lower value | AID 602410 | B-score at 10 µM;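 active = B-score under library mean minus 4 SD, starting fluorescence ratio at most library mean plus 5 SD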;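 note: more negative B-score means stronger inhibition of thallium flux through KCNK3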
# HDAC3 inhib: human HDAC3 inhibition; inhibition, % at 8.3 µM; AID 2718; recombinant HDAC3, fluorogenic peptide/trypsin coupled, fluorescence; actives 0.15% (n = 320,000); in the data active = inhibition above about 26%, passing the limit was not always enough; inconclusive = no clear call, values can overlap the other calls
# ANO1 block: inhibitors of mouse TMEM16A calcium-activated chloride channel; actives 1.2% (n = 310,000); AID 588511; normalized B-score (activity score, 25-100; higher = stronger inhibition) at 10 µM; Q8BHY3; HEK293 TMEM16A/YFP iodide influx fluorescence, ionomycin;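 active = ratio plate-corrected score three or more library SD toward inhibition, starting fluorescence score within five deviations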;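 note: score derived from kinetic fluorescence span divided by baseline fluorescence per well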
# RGS4 block: human RGS4 inhibition. P49798. HEK293 M3R/RGS4 inducible, Fluo-4 calcium flux; stronger effect = higher value; triggered by carbachol at its EC20. B-score at 10 µM. actives 0.45% (n = 310,000);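 active = B-score, a plate-corrected calcium signal, over three deviations above library mean, with baseline fluorescence within five deviations of library mean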;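 note: RGS4 expression induced by doxycycline in cells with stable M3 receptor; B-score is computed from the integrated fluorescence ratio over baseline after carbachol; higher B-score means a larger calcium signal and so more RGS4 inhibition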
# RGS4 pot: potentiators or activators of RGS4; HEK293 M3R/inducible RGS4, carbachol calcium flux Fluo4; stronger effect = lower value; B-score at 10 µM; actives 0.92% (n = 310,000); AID 463111;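 active = B-score of the integrated calcium signal more than 4 SD below the library mean, with starting fluorescence not abnormally high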;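 note: negative B-score means reduced calcium response which marks RGS4 activation or potentiation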
#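 test system = M3R-expressing HEK293 line, RGS4 induced by doxycycline | probe or stimulus = carbachol at ECmax as muscarinic agonist stimulus | timing = dye loading 30 min 37 °C, buffer rest 30 min RT | signal = calcium dye Fluo4 fluorescence | evaluation = B score from integrated fluorescence ratio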
# Numbers without * were called inactive; i = inactive; ? = inconclusive; / = not tested or not shown.
SMILES,KCNQ1 pot,ANO1 activ,KCNK9 block,hERG protect,SKKanGAS inh,KCNQ1 inh,KCNK3 block,HDAC3 inhib,ANO1 block,RGS4 block,RGS4 pot
Cc1ccc(CNC(=O)[C@H](C)[C@H]2C[C@]2(C)[C@H](NC(=O)OCc2ccccc2)c2ccccc2)o1,i,i,i,-11,11,i,i,-9,i,i,i
Cc1cc(=O)oc2cc(OCc3ccc(C(=O)OCC(=O)Nc4ccccc4OC(F)F)cc3)ccc12,i,i,i,-3,13,i,i,3,i,i,i
O=C(Nc1ccc2c(c1)CCCN2C(=O)c1cccs1)c1c(F)cccc1F,i,i,i,-7,3,i,i,1,i,i,i
COc1cccc(CNS(=O)(=O)c2ccc3c(c2)CC(C)N3C(C)=O)c1 (stereo not given),i,i,i,-4,-2,i,i,-3,i,i,i
CCOc1ccc(NS(=O)(=O)c2ccc3c(c2)N(C(C)=O)CCO3)cc1,i,i,i,-3,1,i,i,4,i,i,i
CCOc1ccccc1NC(=O)C(=O)N/N=C/c1ccc([N+](=O)[O-])cc1,i,i,i,-1,0,i,i,4,i,i,i
O=c1c2c3c(sc2n2cnnc2n1Cc1ccccc1)CN(Cc1ccccc1)CC3,i,i,i,-4,7,i,i,?,i,i,i
CCN(CC)S(=O)(=O)c1ccc(C(=O)Nc2ncn(Cc3ccccc3)n2)cc1,i,i,i,-10,2,i,i,1,i,i,i
O=C1c2ccccc2C(=O)N1CCSc1n[nH]c(=S)s1,i,i,i,-12,2,i,i,2,i,i,i
Oc1ccc(Cl)cc1CNn1cnnc1,i,i,i,-13,-2,i,i,-4,i,i,i
c1ccc2c(N3CCOCC3)nc(N3CCOCC3)nc2c1,i,i,i,-9,-1,i,i,-22,i,i,i
CC1(C)Cc2c(cnn2-c2ccccc2)-c2c1c1ccccc1n2CC(O)CCl (stereo not given),i,i,i,-13,64*,i,i,-3,i,i,i
COc1ccc2cc(C3c4cc(OC)c(OC)cc4CCN3C(=O)c3ccco3)c(=O)[nH]c2c1 (stereo not given),i,i,i,-14,5,i,i,4,i,i,i
CC(NC(=O)c1ccccc1F)c1cccc2ccccc12 (stereo not given),i,i,i,-10,1,i,i,-1,i,i,i
CCNc1nc(SC)nc(N(C#N)CC(=O)OC)n1,i,i,i,-8,3,i,i,-12,i,i,i
CC(C)(C)C(=O)N/C(N)=N/c1nc2ccccc2o1,i,i,i,-2,-12,i,i,9,i,i,i
CS(=O)(=O)c1ccc2nc(NC(=O)C3C4C=CC(C4)C3C(=O)O)sc2c1 (stereo not given),i,i,i,-2,-5,i,i,6,i,i,i
COc1ccc(S(=O)(=O)Nc2cccnc2)cc1,i,i,i,-4,-3,i,i,/,i,i,i
CCOc1ccc(S(=O)(=O)NCc2cccnc2)c2ccccc12,i,i,i,-3,2,i,i,-2,i,i,i
Fc1ccc(NC(=S)N2CCc3ccccc3C2)c(F)c1,i,i,i,-1,-2,i,i,/,i,i,i
N#Cc1ccc(-c2ccc(OCC(=O)Nc3cccnc3)cc2)cc1,i,i,i,-2,-6,i,i,-43,i,i,i
O=C(O)CSc1ncccn1,i,i,i,-10,1,i,i,-1,i,i,i
O=C(NCc1ccccc1)c1ccc(NC(=O)C2CCCO2)cc1 (stereo not given),i,i,i,-6,2,i,i,6,i,i,i
COC(=O)c1ccc(COC(=O)c2ccccn2)cc1,i,i,i,-10,10,i,i,4,i,i,i
CCC(=O)N1CCc2cc(S(=O)(=O)CCC(=O)Nc3ccc(C(C)=O)cc3)ccc21,i,i,i,-27,-2,i,i,-8,i,i,i
CCOc1cc(/C=N\NC(=O)CC(=O)NCCc2ccccc2)ccc1O,i,i,i,-6,-11,i,i,4,i,i,i
O=C(CCSc1ccccc1Cl)Nc1cccc([N+](=O)[O-])c1,i,i,i,-15,-4,i,i,0,i,i,i
O=C(O)/C(=C\c1cccc(OCc2ccccc2)c1)c1ccc(F)cc1,i,i,i,-13,5,i,i,3,i,i,i
O=C(NNS(=O)(=O)c1ccccc1)c1ccc(O)cc1,i,i,i,-5,8,i,i,/,i,i,i
C=CCNC(=O)c1ccc(C)cc1Cl,i,i,i,-9,-2,i,i,3,i,i,i
Cc1cccc(OCC(=O)N/N=C/c2cc([N+](=O)[O-])ccc2N2CCOCC2)c1,i,i,i,-6,15,i,i,1,i,i,i
Cc1ccccc1NC(=S)NCc1ccc(Cl)cc1,i,i,i,-7,-14,i,i,0,i,i,i
O=C(Nc1ccccc1-c1nnn(CC(=O)N2CCCc3ccccc32)n1)c1ccc(Cl)cc1,i,i,i,-6,2,i,i,-2,i,i,i
COc1ccc(CN(Cc2cc3ccc(C)cc3[nH]c2=O)Cc2nnnn2C2CCCC2)cc1,i,i,i,-10,4,i,i,0,i,i,i
Cc1c(Cl)cccc1NS(=O)(=O)c1c(C(=O)N2CCOCC2)c(C)n(C)c1C,i,i,i,-6,-10,i,i,-3,i,i,i
CC(C(=O)NC1C=CS(=O)(=O)C1)N1C(=O)/C(=C\c2ccccc2)SC1=S (stereo not given),i,i,i,-9,-2,i,i,-1,i,i,i
COc1cc(/C=C(\NC(=O)c2ccccc2)C(=O)Nc2nccs2)ccc1OC(C)=O,i,i,i,-7,2,i,i,2,i,i,i
CCOC(=O)CCNC(=O)N1CCCC(CNS(=O)(=O)c2cccs2)C1 (stereo not given),i,i,i,-10,-2,i,i,2,i,i,i
CCOC(=O)c1cc(CC)sc1NC(=O)Cc1ccsc1,i,i,i,-7,7,i,-9*,2,i,i,i
CCOc1ccc(OCCCCNCCN)cc1,i,/,i,-2,1,i,/,-1,i,i,i

# Four compounds drawn at random from those above:
SMILES,KCNQ1 pot,ANO1 activ,KCNK9 block,hERG protect,SKKanGAS inh,KCNQ1 inh,KCNK3 block,HDAC3 inhib,ANO1 block,RGS4 block,RGS4 pot
CCOC(=O)CCNC(=O)N1CCCC(CNS(=O)(=O)c2cccs2)C1 (stereo not given),i,i,i,-10,-2,i,i,2,i,i,i
COc1cc(/C=C(\NC(=O)c2ccccc2)C(=O)Nc2nccs2)ccc1OC(C)=O,i,i,i,-7,2,i,i,2,i,i,i
O=C(Nc1ccccc1-c1nnn(CC(=O)N2CCCc3ccccc32)n1)c1ccc(Cl)cc1,i,i,i,-6,2,i,i,-2,i,i,i
CC(C(=O)NC1C=CS(=O)(=O)C1)N1C(=O)/C(=C\c2ccccc2)SC1=S (stereo not given),i,i,i,-9,-2,i,i,-1,i,i,i

# Next records:
SMILES,KCNQ1 pot,ANO1 activ,KCNK9 block,hERG protect,SKKanGAS inh,KCNQ1 inh,KCNK3 block,HDAC3 inhib,ANO1 block,RGS4 block,RGS4 pot
CC(C)(C)OC(=O)C(Cc1ccc(OC(C)(C)C)cc1)NC(=O)CNC(=O)OCc1ccccc1 (stereo not given),i,i,i,-15,2,i,i,?,i,i,i
CC(C)[C@H](NC(=O)N1CC(=O)Nc2ccccc21)C(=O)N1CCC[C@@H]1C(=O)O,i,i,i,-4,4,i,i,0,i,i,i
COC(C/C=C/[C@H](O)[C@H](C)OCc1ccccc1)OC,i,i,i,-4,-6,i,i,-7,i,i,i
O=c1[nH][nH]c2nc(C(F)(F)F)cc(C(F)(F)F)c12,i,i,i,-5,-7,i,i,3,i,i,i
COC(=O)C1CCN(C(=O)COC(=O)CCc2nc3ccccc3c(=O)[nH]2)CC1,i,i,i,-8,4,i,i,/,i,i,i
CC(C)CCNC(=O)c1onc(CSc2ccc(Cl)cc2)c1C(=O)NCCC(C)C,i,i,i,-14,23,i,i,-1,i,i,i
O=C(COC(=O)CNC(=O)c1ccco1)NCc1ccc(F)cc1,i,i,i,-4,0,i,i,-1,i,i,i
CSc1ccc(CNC(=O)Cn2nc(C)c3c(C)n(-c4ccc(C)cc4)nc3c2=O)cc1,i,i,i,-10,1,i,i,-1,i,i,i
COc1cc(C)ccc1OCCOCCOc1ccccc1[N+](=O)[O-],i,i,i,-7,-2,i,i,7,i,i,i
COc1ccc(N2C(=O)C(CC(=O)O)S/C2=C\C(C)=O)cc1 (stereo not given),i,i,i,2,-2,i,i,5,i,i,i
COc1ccc(Cc2nnc(SCC(=O)Nc3nc(C)cs3)o2)cc1,i,i,i,-2,-4,i,i,3,i,i,i
COc1cccc(N(CC(=O)N2CCOCC2)S(C)(=O)=O)c1,i,i,i,-8,3,i,i,-3,i,i,i
COc1ccc(C(=O)NCc2csc(C(C)C)n2)cc1OC1CCN(C(C)=O)CC1,i,i,i,-8,-8,i,i,6,i,i,i
COc1ccc(CCNC(=O)CSc2nnc(-c3cccc(C)c3)o2)cc1OC,i,i,i,-18,-6,i,i,1,i,i,i
CCOC(=O)c1c(C)[nH]c(C)c1C(=O)CSc1nc2ccccc2c(=O)n1-c1ccc(F)cc1,i,i,-10*,-15,0,i,i,0,i,i,i
NNC(=O)c1cc2cc3ccccc3nc2s1,i,i,i,-11,12,i,i,14,i,i,i
CCC(C)(C)NC(=O)C(c1ccc(C)cc1)N(CC1CCCO1)C(=O)CNC(=O)c1cccs1 (stereo not given),i,i,i,-7,-3,i,i,-3,i,i,i
COc1ccccc1NC(=O)c1ccc2c(c1)OCO2,i,i,i,-10,0,i,i,-1,i,i,i
CC(C)[C@@H](C(=O)NC1CCCC1)N1C(=O)N2CCc3c([nH]c4ccccc34)[C@@]2(C)C1=O,i,i,i,-10,68*,i,i,7,i,i,i
O=C(CCS(=O)(=O)Cc1ccccc1F)N1CCc2ccccc2C1,i,i,i,-3,-5,i,i,6,i,i,i
Cc1noc(C)c1C(=O)N1CCc2ccccc2C1,i,i,i,-9,-4,i,i,?,i,i,i
Nc1ccc2oc(-c3ccccn3)nc2c1,i,i,i,-10,23,i,i,1,i,i,i
Cc1cc(-n2c(C)cc(C(=O)CSc3nnnn3-c3ccccc3)c2C)no1,i,i,i,-3,-14,i,i,6,i,i,i
CCCCn1nc(C(=O)OCC(=O)Nc2sccc2C(N)=O)c2ccccc2c1=O,i,i,i,-22,-4,i,i,1,i,i,i
Cc1ccc(C)c(N2CCN(CC(=O)Nc3ccc([N+](=O)[O-])cc3C(=O)Nc3ccccc3F)CC2)c1,i,i,i,-17,22,i,i,1,i,i,i
Fc1ccccc1OCC1CCCN(Cc2nc(CC3CC3)no2)C1 (stereo not given),i,i,i,-9,11,i,i,-1,i,i,i

# Screening data (PubChem BioAssay)
